Screening results (PubChem)
ALDH1A1 block = ALDH1A1 (human) enzyme inhibition | P00352 | Purified ALDH1A1, NADH fluorescence, propionaldehyde substrate | Potency, µM (top dose mostly 75.3 µM), inactives show at the highest dose activity, negative = inhibition, most hits filed as inhibitors | hit rate 7.3% among 220,000; active = well fitted inhibition curve with a large enough effect, not every such curve was filed as active; inconclusive = small, poorly fitted or top-dose-only effect, or another doubt; inactive = no such curve, though single readings can be large or run the other way;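 note: plate controls were no enzyme wells and a reference inhibitor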
Target sequence (P00352 whole entry, looked up): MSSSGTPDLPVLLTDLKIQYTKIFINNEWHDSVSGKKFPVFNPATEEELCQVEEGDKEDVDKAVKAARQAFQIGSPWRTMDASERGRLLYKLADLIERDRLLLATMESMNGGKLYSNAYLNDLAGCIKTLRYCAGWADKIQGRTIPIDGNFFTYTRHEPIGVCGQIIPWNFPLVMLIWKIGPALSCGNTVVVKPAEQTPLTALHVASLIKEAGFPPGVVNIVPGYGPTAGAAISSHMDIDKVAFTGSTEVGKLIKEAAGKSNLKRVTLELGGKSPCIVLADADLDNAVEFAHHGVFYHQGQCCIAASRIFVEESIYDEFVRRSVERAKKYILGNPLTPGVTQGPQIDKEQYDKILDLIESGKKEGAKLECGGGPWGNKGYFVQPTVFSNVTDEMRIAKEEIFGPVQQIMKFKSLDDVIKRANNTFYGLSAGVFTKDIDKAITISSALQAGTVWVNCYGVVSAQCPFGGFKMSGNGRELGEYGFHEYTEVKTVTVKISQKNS
Lamin A splicing = modulators of lamin A splicing; HeLa LMNA splicing GFP/RFP minigene ratio, 48 h; hit rate 0.01% among 200,000; AID 1487; Potency, µM (highest dose often 46.1 µM), without a hit: top-dose ratio change, negative = inhibition, most hits filed as inhibitors; active = well fitted inhibition curve with a large enough effect in the signal ratio, with a control signal flat, not every such curve was filed as active; inconclusive = small, poorly fitted or top-dose-only effect, or effect the other way, or a change in a side signal; the % refers to the signal ratio; note: % is set by controls: 0 for no effect and ±100 for the full control effect
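S3 HeLa cells stably expressing lamin A-EGFP splicing minigene plus DsRed2, 600 cells/well, 48 h compound exposure at 37C. Laser-scanning cytometry; analysed as GFP (500-530 nm)/RFP (575-640 nm) total intensity ratio; 0.5% DMSO vehicle.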
L3MBTL1 block = inhibitors of human L3MBTL1. Potency, µM (highest dose often 57.1 µM), for the others: at the top dose activity, negative = inhibition, hits mostly inhibitors. Q9Y468. hit rate 0.66% among 230,000. AlphaScreen L3MBTL1–H3K9me1 peptide binding; note: % is set by controls: 0 for no effect and ±100 for the full control effect; nearly all actives have a fitted effect of over 60% in size
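First, the protein-peptide complex forms for 30 min at room temperature (L3MBTL1 50 nM, biotinylated H3K9me1 peptide 75 nM). Next, compounds are pin-transferred and incubated 30 min. Finally, AlphaScreen beads are added and read after 30 min.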
Tau ThT inhib = inhibitors of human tau fibril formation, thioflavin T binding. hit rate 2.1% among 270,000. recombinant tau K18 P301L (four-repeat tau fragment), heparin-induced fibrillization, ThT fluorescence. Potency, µM (series often up to 57.4 µM), without a hit: at the top dose activity, negative = inhibition, most hits filed as inhibitors. AID 1460. P10636; note: % is set by controls: 0 for no effect and ±100 for the full control effect; nearly all actives have a fitted effect of over 55% in size
Target sequence (P10636 561-689 P618L limits assumed): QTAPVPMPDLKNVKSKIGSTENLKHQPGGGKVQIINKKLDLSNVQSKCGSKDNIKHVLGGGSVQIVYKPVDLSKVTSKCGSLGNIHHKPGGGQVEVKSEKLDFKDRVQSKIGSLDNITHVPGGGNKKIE
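Tau K18 P301L fragment (15 uM unlabeled plus 0.24 uM Alexa 594-labeled) in 100 mM sodium acetate pH 7 with compound, fibrillization induced by 20 uM heparin for 6 hr at 37 C. Thioflavin T (30 uM) added, fluorescence read after 1 hr (ex 450, em 510 nm).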
SMN2 splice up = enhancers of SMN2 splice variant expression; hit rate 2.8% among 210,000; Potency, µM (doses to about 46.1 µM), inactives show at the top dose activity change, positive = activation, actives largely listed as activators; HEK293 SMN2-luciferase splicing reporter, luminescence, 30-36 h; note: % of control where 0% means no effect; nearly all actives have a fitted effect of over 55% in size
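qHTS luciferase splicing reporter: luminescence rises when SMN2 exon 7 is included in transfected HEK293 cells. Compound exposure lasted 30-36 h at 37C, with 4.5 mM final sodium butyrate as control, followed by a ONE-Glo read.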
RECQ1 helicase = RECQ1 (human) helicase inhibition | RECQ1 DNA unwinding, red fluorescence kinetic read | Potency, µM (doses to about 57.3 µM), inactives show at the top dose activity, negative = inhibition, most hits filed as inhibitors | hit rate 0.54% among 240,000 | AID 2549;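 note: plate controls were vehicle for no effect and no enzyme for full effect; nearly all actives have a fitted effect of over 30% in size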
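50 nM RECQ1T1 preincubated 15 min with compound in Tris pH 8.0 buffer with MgCl2, DTT, Tween-20 and 2.5 ug/ml poly(dI-dC); started with 200 nM TAMRA/BHQ-2 forked duplex and 2 mM ATP. Unwinding read as fluorescence (525/598 nm), two reads 2 h apart.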
KDM4E inh = JMJD2E (human) inhibition; hit rate 1.6% among 230,000; B2RXH2; Potency, µM (highest dose often 57.1 µM), without a hit: at the top dose activity change, negative = inhibition, hits mostly inhibitors; JMJD2E catalytic domain, FDH-coupled NADH fluorescence (FDH is formaldehyde dehydrogenase); AID 2147; active = well fitted inhibition curve with a large enough effect, not every such curve was filed as active; inconclusive = small, poorly fitted or top-dose-only effect, or another doubt; inactive = no such curve, though single readings can be large or run the other way;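 note: 0% = wells with enzyme and -100% = buffer wells without enzyme; nearly all actives have a fitted effect of over 50% in size; many of its hits are not listed in these tables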
Target sequence (B2RXH2 1-337 limits assumed): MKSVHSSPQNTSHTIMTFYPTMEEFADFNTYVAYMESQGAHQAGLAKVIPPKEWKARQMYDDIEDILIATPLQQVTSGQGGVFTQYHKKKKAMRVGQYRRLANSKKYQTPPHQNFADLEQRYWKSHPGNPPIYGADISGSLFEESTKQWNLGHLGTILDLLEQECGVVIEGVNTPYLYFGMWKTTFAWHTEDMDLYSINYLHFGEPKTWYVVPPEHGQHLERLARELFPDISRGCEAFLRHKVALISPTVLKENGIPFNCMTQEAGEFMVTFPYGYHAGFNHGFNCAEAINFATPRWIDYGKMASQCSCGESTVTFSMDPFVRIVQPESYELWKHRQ
Luc counter = counter-screen: inhibitors of Kinase-Glo firefly luciferase | Q27757 | Kinase-Glo luciferase, ATP luminescence, 8 min | Potency, µM (doses to about 38.3 µM), for inactives: at the highest dose activity change, negative = inhibition, usual class: inhibitors | hit rate 0.28% among 200,000; note: % is set by controls: 0 for no effect and ±100 for the full control effect; nearly all actives have a fitted effect of over 60% in size
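Substrate mix (final 50 mM imidazole pH 7.2, 50 mM KCl, 7 mM MgCl2, 10 uM ATP, 0.01% Tween 20, 0.05% BSA) plus pin-tool compound, then Kinase-Glo detection mix; 8 min ambient, luminescence read.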
Active calls of the source: *; i = inactive; ? = inconclusive; . = not tested or not shown; & = joins results of further samples; [ ] = another dose, or the depositor's remark. Unless noted, calls come from the whole dose curve; as a rule, active = well fitted curve in the direction sought with a large enough effect; inconclusive = small, poorly fitted or top-dose-only effect, or another doubt; inactive = no such curve, though single readings can be large; an effect the other way counts as inactive or inconclusive. Potency is the fitted concentration of half-maximal effect. Not all compounds are listed; count on the stated rates, not on these rows.

No.	SMILES	ALDH1A1 block	Lamin A splicing	L3MBTL1 block	Tau ThT inhib	SMN2 splice up	RECQ1 helicase	KDM4E inh	Luc counter
1	Cc1cc(C)n(-c2nc3c(c(=O)[nH]c(=O)n3C)n2CC(O)COc2ccccc2C)n1 (stereo not given)	-2%	6%	-2%	-3%	-12%	-16%	-1%	-1%
2	Cc1ccc(S(=O)(=O)N2CCC(=O)N(CCOCc3ccccc3C)CC2)cc1	-4%	-10%	6%	-4%	-26%	-19%	-8%	0%
3	Brc1cccc(Cn2c(-c3cncs3)nc3ccccc32)c1	-14%	-16%	-3%	?	-22%	0%	4%	1%
4	NCCOc1cnn(-c2ccccc2Cl)c(=O)c1Cl	1%	0%	7%	2%	0%	-3%	-1%	-2%
5	COc1ccccc1C1(CC(=O)N2CCOCC2)CCOC(C(C)C)C1 (stereo not given)	6%	7%	.	-6%	-1%	-8%	-3%	2%
6	O=C(CCCN=C1NS(=O)(=O)c2ccccc21)OCc1cc([N+](=O)[O-])cc2c1OCOC2	5%	-1%[46 µM]	-1%	0%	-6%	i	4%	4%
7	COc1c(N2CCN(C(=S)NCc3ccccc3)C(C)C2)c(F)cc2c(=O)c(C(=O)O)cn(C3CC3)c12 (stereo not given)	?	?	-29%	-13%	.	-10%	?	.
8	COc1ccccc1N(CC(=O)NC(C)(C)C)C(=O)Cn1nnc(-c2ccc(C)o2)n1	?	0%	10%	6%	-2%	i	-9%	1%
9	CC1CN(c2ccc(S(=O)(=O)N3CCOCC3)cn2)CC(C)O1 (stereo not given)	8%	2%	11%	-6%	.	-2%	6%	.
10	OC(C#CCCN1CCCCC1)(c1ccccc1)c1ccccc1	11%	.	8%	-9%	.	i	13%	.
11	CC/C(=N\NC(=O)CSCc1ccc(Cl)cc1)c1ccc2c(c1)OCCO2	-8%	29%	-2%	-16%	-19%	-9%	-2%	-4%
12	NC(=O)CCC1NC(=S)N(Cc2ccccc2)C1=O (stereo not given)	-3%	.	-7%	7%	2%	i	?	1%

An excerpt from above with just KDM4E inh, Lamin A splicing and ALDH1A1 block:
item	structure	KDM4E inh	Lamin A splicing	ALDH1A1 block
5	COc1ccccc1C1(CC(=O)N2CCOCC2)CCOC(C(C)C)C1 (stereo not given)	-3%	7%	6%
3	Brc1cccc(Cn2c(-c3cncs3)nc3ccccc32)c1	4%	-16%	-14%
11	CC/C(=N\NC(=O)CSCc1ccc(Cl)cc1)c1ccc2c(c1)OCCO2	-2%	29%	-8%

Returning to the listing, repeating the 2 entries before the break.
No.	SMILES	ALDH1A1 block	Lamin A splicing	L3MBTL1 block	Tau ThT inhib	SMN2 splice up	RECQ1 helicase	KDM4E inh	Luc counter
11	CC/C(=N\NC(=O)CSCc1ccc(Cl)cc1)c1ccc2c(c1)OCCO2	-8%	29%	-2%	-16%	-19%	-9%	-2%	-4%
12	NC(=O)CCC1NC(=S)N(Cc2ccccc2)C1=O (stereo not given)	-3%	.	-7%	7%	2%	i	?	1%
13	CCOC(=O)c1c(N)sc2c1CCN(Cc1ccccc1)C2	-14%	?	.	?	.	i	.	-1%[39.9 µM]
14	COC(=O)c1ccc(N2CCC(C)CC2)c(N)c1	?	11%	.	?	7%	-5%	?	6%
15	c1ccc(-c2cc(-c3ccncc3)nc3ccc4ccccc4c23)cc1	?	?	0%	?	-25%	-4%	?	-3%
16	Cc1ccc(Cl)cc1N1CCN(C(=O)Cn2ccc3ccccc3c2=O)CC1	20µM*	?	-3%	-23%	.	-2%	-13%	.
17	Cc1cccc2cc(CN(Cc3cccs3)Cc3nnnn3Cc3ccccc3)c(=O)[nH]c12	2.8µM*	?	-2%	-4%	-6%	-17%	-24%	-1%
18	O=S(=O)(NCC(c1cccnc1)N1CCOCC1)c1ccccc1 (stereo not given)	25µM*	.	.	-4%	-18%	-1%	-14%	1%
19	O=C(NCc1ccco1)[C@@H]1CSC2c3ccccc3C(=O)N21 (stereo not given in full)	-4%	0%	.	-17%	21%	?	5%	1%
20	CN1C2CCC1/C(=C/c1cccn1C)C(=O)/C2=C\c1cccn1C	4%	-7%	4.5µM*	-10%	-50%[inhibitor]	-8%	-3%	-5%
21	Cc1ccc(NC(=O)CN(C)Cc2ccc(Cl)cc2)cc1	12%	.	.	-4%	.	i	1%	.
22	O=C(COC(=O)CSc1ccc2ccccc2c1Br)NC1CC1	-5%	-12%[46 µM]	-5%	-2%	10%	-9%	9%	0%
23	CC(=O)c1ccc(N2CCN(C(=O)c3ccc4c(Cl)c5c(nc4c3)CCCC5)CC2)cc1	6%	.	2%	-12%	.	-16%	3%	.
24	Cc1sc2ncnc(OCC(=O)c3ccc(S(=O)(=O)N4CCCC4)cc3)c2c1C	-4%	?	-1%	-2%	-20%	-9%	-2%	-1%
25	CCOc1ncccc1C(=O)OCC(=O)Nc1cccc(S(N)(=O)=O)c1	22%	-6%[46 µM]	5%	-4%	5%	2%	0%	-2%
26	O=C(Nc1ccn(Cc2ccccc2)n1)c1cccc(Cn2cc([N+](=O)[O-])cn2)c1	0%	?	-7%	-7%	-13%	-5%	-1%	-3%
27	CCCCC/C=C\C\C=C/C=C/C=C/[C@@H](SCC(NC(C)=O)C(=O)O)[C@@H](O)CCCC(=O)O (stereo not given in full)	7%&-3%	.	.	-9%&-7%	-2%&9%	i	-8%	2%
28	Cc1ccc(N/C(=C\C(=O)c2ccccc2)C(=O)O)cc1	-11%	.	1%	-16%	11%	i	?	1%
29	COc1ccc2c(c1)cc(C(O)c1ccccn1)n2S(=O)(=O)c1ccccc1 (stereo not given)	-8%	?	-16%	-10%	-1%	-13%	-12%	2%
30	Clc1ccccc1-c1nnc2sc(C3COc4ccccc4O3)nn12 (stereo not given)	7.1µM*	?	-8%	?	-4%	4.5µM*	7%	3%
31	Cc1ccnc(NS(=O)(=O)c2ccc(NC(=O)/C=C/c3cccs3)cc2)n1	-9%	.	.	1%	25%	-1%	-13%	-1%
32	Cc1cc(C(=O)Nc2ccccc2)oc(=O)c1	.	.	8%	-11%	.	-3%	0%	.
33	C/C(CC(=O)Nc1ccc2c(c1)OCO2)=N\NC(=O)c1ccccc1N	.	.	-5%	-15%	.	1%	0%	.
34	CCN(c1ccccc1)S(=O)(=O)c1cc(OC)ccc1OC	3%	19%	.	-7%	16%	10%	5%	-4%
35	CCc1cccc(C)c1NC(=O)CSc1nnc(-c2cc3cc(Br)ccc3o2)n1CC	3%	?	3%	-14%	-56%[inhibitor]	-7%	?	3%
36	O=S(=O)(Nc1nc2cc3c(cc2nc1Cl)OCCO3)c1ccccc1	?	-16%[46 µM]	-5%	?	5%	15%	?	1%
37	CCCCn1c(=O)[nH]c(=O)c2c(C(=O)OCC)cc(-c3ccc(OC(F)F)cc3)nc21	?	.	-1%	8%	12%	i	-9%	-2%
38	C=CCn1c(=NC(=O)c2ccccc2[N+](=O)[O-])sc2cc(S(C)(=O)=O)ccc21	8%	?	5%	-14%	-41%[inhibitor]	-4%	1%	-3%
39	CC(=O)c1cnc(-c2ccccn2)s1	?	6%[9.22 µM]	17%	-5%	16%	2%	-8%	-5%
40	C=CCN1C(=O)c2cccc3c(N4CCCCC4)ccc(c23)C1=O	3%	.	.	-12%	-12%	i	-3%	-2%
41	O=C(Nc1ccc(F)cc1)N1CCC(c2nc3c(nnn3Cc3ccccc3Cl)c(=O)[nH]2)CC1	-9%	.	4%	-1%	4%	-5%	-4%	2%
42	c1ccc(N2CC[N+]3(CCCC3)CC2)nc1	10%	16%	2%	-6%	5%	3%	?	-3%
43	N#Cc1cnn2ccc(-c3ccc4c(c3)CCC4)nc12	?	.	?	-4%	7%	i	?	0%
44	CCOC(=O)c1c(C)c(C(=O)NCc2cccnc2)c(C)n1C	-3%	0%	-6%	0%	-11%	-10%	2%	-3%
45	Cc1sc2ncnc(SCC#N)c2c1C	?	?	5%	?	-17%	-2%	-14%	-7%
46	COc1ccc(CCNC(=O)C2CC2)cc1OC	2%	12%	-1%	0%	1%	4%	5%	2%
47	C=CCn1c(-c2ccccc2)c[nH]c1=S	?	4%	1%	-13%	-2%	-1%	?	-14%
48	Cn1nnnc1SCC(=O)N1CCN(S(=O)(=O)c2ccc(Cl)cc2)CC1	-7%	.	1%	5%	0%	i	14%	1%
49	O=C(Nc1ccccn1)c1cc(-c2cccc(Cl)c2)nc2ccccc12	?	.	-1%	0%	-7%	i	2%	-2%
50	COc1ccc(Oc2ccc(-c3ccn[nH]3)cc2)cc1	.	.	0%	-11%	.	-19%	-7%	.
51	CCN(CC)S(=O)(=O)c1ccc(N(C)CCc2ccc(OC)c(OC)c2)nc1	7%	.	0%	3%	-6%	-8%	?	0%
52	Cc1cccc(OCC(O)CN2C(C)(C)CC(O)CC2(C)C)c1C (stereo not given)	-6%	-5%	.	0%	4%	-4%	-3%	-4%
53	CCCCn1c(S(=O)(=O)O)nc2ccccc21	0%	6%	14%	-10%	-1%	-10%	0%	3%

Ordered by heavy-atom count (highest first): part of the list above.
No.	SMILES	ALDH1A1 block	Lamin A splicing	L3MBTL1 block	Tau ThT inhib	SMN2 splice up	RECQ1 helicase	KDM4E inh	Luc counter
7	COc1c(N2CCN(C(=S)NCc3ccccc3)C(C)C2)c(F)cc2c(=O)c(C(=O)O)cn(C3CC3)c12 (stereo not given)	?	?	-29%	-13%	.	-10%	?	.
51	CCN(CC)S(=O)(=O)c1ccc(N(C)CCc2ccc(OC)c(OC)c2)nc1	7%	.	0%	3%	-6%	-8%	?	0%
49	O=C(Nc1ccccn1)c1cc(-c2cccc(Cl)c2)nc2ccccc12	?	.	-1%	0%	-7%	i	2%	-2%
52	Cc1cccc(OCC(O)CN2C(C)(C)CC(O)CC2(C)C)c1C (stereo not given)	-6%	-5%	.	0%	4%	-4%	-3%	-4%
47	C=CCn1c(-c2ccccc2)c[nH]c1=S	?	4%	1%	-13%	-2%	-1%	?	-14%
